Screening data deposited in PubChem by National Center for Advancing Translational Sciences (NCATS).
MCF10A rereplic: inducers of DNA re-replication in MCF 10A breast cells; MCF 10A DNA re-replication, Hoechst nuclear intensity, 48 h; Potency, µM (doses to about 46.1 µM), for inactives: at the highest dose activity, positive = re-replication, usual class: activators; 2.9% of 350,000 active; AID 624296; also: potency is read from the fitted curve at half-maximal effect; % of control where 0% means no effect; nearly all actives have a fitted effect of over 50% in size
KB-V1 cytotox: kills drug-selected multidrug resistant KB-V1 cells; 3.4% of 400,000 active; Potency, µM (titrated, usually from 46.1 µM), inactives show top-dose activity change, negative = cytotoxicity, most hits filed as cytotoxic; KB-V1 MDR cells viability, CellTiter-Glo, 72 h; also: potency is read from the fitted curve at half-maximal effect; % is scaled to controls: 0 for no effect and ±100 for the full control effect; nearly all actives have a fitted effect of over 60% in size
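Readout: CellTiter-Glo luminescence, 10 min after addition. Cells: KB-V1 MDR subline, 72 h at 37 degrees C with compound. Analysis: corrected, normalized data fitted to concentration-effect curves.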
IL-1B inflam inh: inhibitors of inflammasome signaling (IL-1 beta secretion) | THP-1 LPS/ATP IL-1B secretion, AlphaLISA, 16 h; hits give low values | activity change, % at 57.5 µM | 4.7% of 360,000 active; in the data active = activity change below about -50%; inconclusive = mostly about -30% to -49%; also: % is scaled to controls: 0 for no effect and ±100 for the full control effect
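Secreted IL-1B measured by AlphaLISA bead assay after 16 h compound exposure of THP-1 cells; compounds (final up to 57.5 uM) added 1 h before LPS (250 ng/mL) and ATP (1.25 mM) stimulation; lower signal means less secretion.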
HT1080 IDH1KD tx: toxicity to HT-1080 IDH1 knockdown cells (counter line) | HT-1080 IDH1 knockdown viability, ATP luminescence, 48 h | Potency, µM (doses to about 46.1 µM), inactives show at the highest dose activity, negative = toxicity, usual class: cytotoxic | AID 686971 | 2% of 360,000 active;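 also: potency is read from the fitted curve at half-maximal effect; 0% = DMSO wells and -100% = cell-free medium wells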
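Knockdown cells (IDH1KD HT-1080) received compounds 2 h after plating at 750 cells/well and were kept 48 h at 37 °C in 5% FBS RPMI. A CellTiter-Glo luminescence read gave % activity for curve fitting.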
HT1080NT lethal: kills 2HG-producing HT-1080-NT fibrosarcoma cells; Potency, µM (series often up to 46.1 µM), inactives show top-dose activity, negative = less viability, usual class: cytotoxic; HT-1080-NT fibrosarcoma viability, CellTiter-Glo ATP luminescence, 48 h; 1.6% of 360,000 active;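 also: NT is the 2HG producing partner of a matched IDH1 knockdown line; potency is read from the fitted curve at half-maximal effect; 0% = DMSO-treated cells and -100% = media-only wells without cells; nearly all actives have a fitted effect of over 55% in size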
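HT-1080-NT fibrosarcoma cells (2HG-overproducing), 750 cells/well in RPMI with 5% FBS, dosed after 2 h and incubated 48 h at 37C. CellTiter-Glo luminescence normalized to DMSO and no-cell wells; concentration-response curves fitted and classed.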
S2 tox: reduces viability in counter-screen for ATXN expression inhibitors; S2 cells (HEK-293 line with an ATXN2-luciferase reporter) viability, CellTiter-Fluor protease fluorescence, 24 h; Potency, µM (series often up to 56.7 µM), most hits filed as cytotoxic; 0.49% of 400,000 active; also: potency is read from the fitted curve at half-maximal effect; nearly all actives have a fitted effect of over 40% in size
KB-3-1 cytotox: KB-3-1 parental cell cytotoxicity. KB-3-1 viability, CellTiter-Glo ATP luminescence, 72 h. Potency, µM (highest dose often 46.1 µM), inactives show at the top dose activity change, negative = cytotoxic, actives largely listed as cytotoxic. AID 1347075. 1.4% of 400,000 active; also: potency is read from the fitted curve at half-maximal effect; % is scaled to controls: 0 for no effect and ±100 for the full control effect; nearly all actives have a fitted effect of over 60% in size
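KB-3-1 parental drug-naive adenocarcinoma cells in DMEM/10% FBS, incubated 72 h at 37 C with pin-transferred compounds across a concentration series. Viability by CellTiter-Glo luminescence; concentration-response curves fitted after normalization.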
SW480 rereplic: inducers of DNA re-replication in SW480 colon cancer cells; Potency, µM (titrated, usually from 46.1 µM), without a hit: top-dose re-replication activation, hits mostly activators; 1.8% of 340,000 active; AID 624297; SW480 DNA re-replication, Hoechst DNA content imaging, 48 h; also: potency is read from the fitted curve at half-maximal effect; % of control where 0% means no effect; nearly all actives have a fitted effect of over 55% in size
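Hoechst fluorescence of nuclei (405 nm excitation, 500-530 nm emission) measured by plate-scanning imager after 48 hr compound exposure at 37 C; re-replication scored as increased number of nuclei with elevated intensity.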
ATXN2 expr inh: reduces ATXN2 reporter expression in HEK-293 cells. Potency, µM (series often up to 57 µM), without a hit: at the highest dose activity change, negative = inhibition, usual class: inhibitors. 0.72% of 360,000 active. AID 1745845. HEK-293 ATXN2-luciferase reporter, luminescence, 24 h; also: potency is read from the fitted curve at half-maximal effect; % is scaled to controls: 0 for no effect and ±100 for the full control effect; nearly all actives have a fitted effect of over 55% in size
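qHTS (up to 57 uM final) was run with 24 h compound exposure of reporter cells at 37 °C. Each well was multiplexed: SteadyGlo luminescence measured ATXN2-luciferase expression after a fluorogenic Gly-Phe-AFC viability readout (25 uM final).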
An asterisk follows results filed as active; i = inactive; ? = inconclusive; · = no result given; & = joins results of further samples; [ ] = another dose, or the depositor's remark. Unless noted, calls follow the shape of the dose curve; as a rule, active = well fitted curve in the direction sought with a large enough effect; inconclusive = small, poorly fitted or top-dose-only effect, or another doubt; inactive = no such curve, though single readings can be large; an effect the other way counts as inactive or inconclusive.

1	Cc1ccc(NC(=O)c2ccc(-n3cncn3)c([N+](=O)[O-])c2)cc1F
2	CC1=C(C(=O)N2CCCC(CCC(=O)NCc3ccccc3F)C2)OCCO1 (centres undefined)
3	COc1cc(CN2C[C@@H](CO)O[C@@H](n3cnc4c(NCCN(C)C)ncnc43)C2)cc(OC)c1OC
4	O=C(N[C@H](CO)[C@H](O)c1ccc([N+](=O)[O-])cc1)C(Cl)Cl
5	O=C(Nc1ncccc1O)c1ccc(NS(=O)(=O)c2ccc3[nH]c(=O)[nH]c3c2)cc1
6	CC1Cc2ccccc2N1C(=O)CCn1c(=O)oc2ccccc21 (centres undefined)
7	CCCn1c(SCC(=O)Nc2ccc3c(c2)CCC3)n[nH]c1=O
8	CCOC(=O)c1cc(S(=O)(=O)N2CCN(c3ccc(OC)cc3)CC2)[nH]n1
Compound,1,2,3,4,5,6,7,8
MCF10A rereplic,1%,-2%,·,?,4%,2%,1%,·
KB-V1 cytotox,-25%,-15%,8%,0%,-4%,-2%,0%,3%
IL-1B inflam inh,-14,46,43,4,-2,-6,33,·
HT1080 IDH1KD tx,-3%,18%,18%,10%,?,2%,-1%,·
HT1080NT lethal,2%,12%,?,4%,?,7%,1%,·
S2 tox,i,i,i,i,i,i,i,i
KB-3-1 cytotox,1%,-6%,0%,0%,?,7%,5%,-8%
SW480 rereplic,-8%,-2%,·,-38%[inhibitor],16µM*,-9%,-2%,·
ATXN2 expr inh,-4%,26%,7%,0%,0%,6%,2%,-3%

9	Cc1ccsc1C(=O)N1CCC1(C)C(=O)NS(=O)(=O)c1ccccc1 (centres undefined)
10	Cc1c(Cl)c([N+](=O)[O-])nn1CC(=O)NCc1ccc(Cl)cc1
11	Cc1cccc(C)c1NC(=O)C(c1ccccc1)n1c(=O)c(-c2ccccc2)nc2ccccc21 (centres undefined)
12	CN(C)CCCN(C(=O)c1ccc([N+](=O)[O-])o1)c1nc2cc3c(cc2s1)OCO3
13	COC(=O)C1=CN(C(C)C)C=C(C(=O)OC)C1c1cc(Br)c(OC)c(OC)c1
14	Cc1cc(OC(=O)c2ccccc2[N+](=O)[O-])c([N+](=O)[O-])c(=O)[nH]1
15	NC(=O)c1ccc(NC(=O)COC(=O)C2COc3ccccc3O2)cc1 (centres undefined)
16	Cc1sc2ncnc(N3CCC(C(=O)Nc4ccc(Cl)cc4Cl)CC3)c2c1C
Compound,9,10,11,12,13,14,15,16
MCF10A rereplic,·,13%,·,4%,4%,1%,0%,?
KB-V1 cytotox,-16%,5%,?,-9%,-28%,5%,13%,0%
IL-1B inflam inh,-2,11,-24,-1,0,3,57,14
HT1080 IDH1KD tx,-6%,-1%,-16%,-8%,?,-1%,23%,-26%
HT1080NT lethal,15%,-12%,-16%,-2%,3%[9.24 µM],1%,9%,-12%
S2 tox,i,i,·,i,·,i,?,i
KB-3-1 cytotox,0%,-14%,?,4%,-28%,2%,0%,-12%
SW480 rereplic,·,-34%[inhibitor],·,12µM*,-12%,2%,-5%,?
ATXN2 expr inh,-5%,-6%,·,-7%,5%,2%,1%,?

17	CCN1CCN(C(=O)N(Cc2ccc(Cl)cc2)S(=O)(=O)c2ccc(C)cc2)CC1
18	O=C1CCC2c3[nH]c4ccccc4c3CCN12 (centres undefined)
19	COc1cc(O)c(C(=O)CC(=O)c2ccncc2)c(OC)c1
20	CC(NC(=O)COC(=O)c1ccccc1F)C1CC2CCC1C2 (centres undefined)
21	Cc1cccc(C2CC(c3ccc(Br)cc3)Nc3nc(N)nn32)c1 (centres undefined)
22	CCCCn1c(N)c(N(CC(C)C)C(=O)CN(C)S(=O)(=O)c2ccc(C)cc2)c(=O)[nH]c1=O
23	COc1ccc2c(c1)c1c(c(=O)n(-c3ccc(OC)c(OC)c3)c(=O)n1Cc1ccccc1F)n2C
24	Oc1ccc2ccccc2c1C=Nc1cc(C(F)(F)F)ccc1N1CCCC1
Compound,17,18,19,20,21,22,23,24
MCF10A rereplic,1%,·,-22%,-2%,-9%,1%,·,4%
KB-V1 cytotox,27%,-13%,13%,-7%,0%,-2%,-9%,1%
IL-1B inflam inh,-4,?,-6,-11,-14,3,·,27
HT1080 IDH1KD tx,9%,-9%,7%,2%,0%,18%,·,?
HT1080NT lethal,-1%,3%,5%,-1%,2%,0%,·,-29%
S2 tox,i,i,i,i,i,i,i,?
KB-3-1 cytotox,3%,10%,-20%,2%,14%,-8%,2%,-5%
SW480 rereplic,-4%,·,-10%,-9%,1%,-3%,·,1%
ATXN2 expr inh,-8%,·,-7%,·,-24%,-5%,16%,5%

Reformatted with tabs: 2 of the compounds above.
entry	compound	MCF10A rereplic	KB-V1 cytotox	IL-1B inflam inh	HT1080 IDH1KD tx	HT1080NT lethal	S2 tox	KB-3-1 cytotox	SW480 rereplic	ATXN2 expr inh
19	COc1cc(O)c(C(=O)CC(=O)c2ccncc2)c(OC)c1	-22%	13%	-6	7%	5%	i	-20%	-10%	-7%
20	CC(NC(=O)COC(=O)c1ccccc1F)C1CC2CCC1C2 (centres undefined)	-2%	-7%	-11	2%	-1%	i	2%	-9%	·

Next part:
25	CCOc1nc(CC(C)C)c2c(c1C#N)CC(C)(C)OC2
26	CCN(CC(=O)NCc1ccncc1)S(=O)(=O)c1ccc(OC)cc1
27	COc1ccc(-c2nc(CSCC(=O)NC3CCCc4ccccc43)c(C)o2)cc1 (centres undefined)
28	O=C(Nc1ccc(O)cc1)c1ccc(NC(=O)c2cccs2)cc1
29	COc1ccc(NC(=O)CC(C)C)c([N+](=O)[O-])c1
30	COc1ccccc1N(C)S(=O)(=O)c1ccc(C(=O)NNC(=O)c2ccccc2O)cc1
31	CCOc1cc(/C=C(/NC(C)=O)C(=O)O)cc(Cl)c1OCc1ccc(Br)cc1
32	CN1CCN(Cc2nc(-c3cccs3)no2)CC1c1ccccc1 (centres undefined)
Compound,25,26,27,28,29,30,31,32
MCF10A rereplic,-6%,1%,16µM*,18µM*,2%,18%,?,22%
KB-V1 cytotox,0%,-22%,?,-5%,-28%,-20%,?,-8%
IL-1B inflam inh,63,5,?,-28,6,34,1,16
HT1080 IDH1KD tx,-16%,6%,-16%,23µM*,-6%,?,-1%,-4%
HT1080NT lethal,-24%,14%,-4%,9.2µM*,-7%,-24%,0%,-2%
S2 tox,i,i,i,i,?,?,i,i
KB-3-1 cytotox,0%,3%,-13%,18µM*,-7%,?,15%,-1%
SW480 rereplic,-8%,1%,15%,-10%,-6%,?,8%,-7%
ATXN2 expr inh,5%,1%,-16%,?,9%,?,14%,-10%

Results in KB-V1 cytotox and ATXN2 expr inh (2 entries from above):
no.	Compound	KB-V1 cytotox	ATXN2 expr inh
29	COc1ccc(NC(=O)CC(C)C)c([N+](=O)[O-])c1	-28%	9%
30	COc1ccccc1N(C)S(=O)(=O)c1ccc(C(=O)NNC(=O)c2ccccc2O)cc1	-20%	?

Next section
Every second line gives: MCF10A rereplic | KB-V1 cytotox | IL-1B inflam inh | HT1080 IDH1KD tx | HT1080NT lethal | S2 tox | KB-3-1 cytotox | SW480 rereplic | ATXN2 expr inh
33	CC(O)(c1ccc(F)c(F)c1)c1nc(-c2ccc(S(C)(=O)=O)cc2)cs1 (centres undefined)
→ · | 21µM* | 3 | ? | -20% | i | ? | · | -30%
34	Cc1ccc(C(=O)Nc2ccc(CN3CCCCC3)cc2)c(C)c1
→ 3% | ? | -1 | 3% | 1% | i | -4% | 0% | 2%[11.3 µM]
35	Cc1nn(CC(=O)NC(=O)NC2CCCCC2C)c(=O)c(C#N)c1C (centres undefined)
→ 4% | -13% | 17 | 0% | 5% | i | -13% | -4% | -8%
36	CCCN1CCC(=O)N([C@H](COc2ccccc2)c2ccccc2)CC1
→ 9% | ? | 18 | 0% | 1% | i | 0%&-10% | -41%[inhibitor][9.22 µM] | 10%
37	O=C(COc1ccccc1F)OCc1cc(=O)n2nc(C3CCCCC3)sc2n1
→ · | 0% | · | · | · | i | 5% | · | 1%
38	CSc1cccc(NS(=O)(=O)c2cn(C)cn2)c1
→ -5% | -5% | 8 | 2% | -5% | i | 3% | -6% | ·
39	O=C(Nc1ccc(S(=O)(=O)N2CCCC2)cc1)C1CC(=O)N(CCc2ccc(F)cc2)C1 (centres undefined)
→ 8% | -21% | 6 | 0% | 0% | i | -13% | 0% | -1%
40	COCCCn1c(=O)cc(C)[nH]c1=S
→ -1% | 16% | 0 | 17% | 22% | i | 3% | -3% | ·
41	CN1CCN(CCC(=O)Nc2ccccc2Cl)CC1
→ 10% | 7% | -29 | 1% | 13% | i | -5% | -16% | 1%
42	N#Cc1nc(Cc2ccccc2)oc1NCc1cccnc1
→ -3% | -7% | 0 | -6% | -6% | i | -1% | -8% | 3%
43	CCOc1ccc(/C=N/NC(=O)CN2CCCCC2)cc1OCC
→ -10% | ? | 2 | 7% | -2% | i | 20% | 12% | -11%
44	CNC(=O)c1sccc1-n1cccc1
→ 2% | 20% | -9 | -12% | -3% | i | -5% | -10% | -13%
45	COc1ccc(O)c(/C=N/c2nc3ccccc3n2C)c1
→ -1% | -2% | 24 | -3% | -10% | i | -3% | -7% | 4%
46	Cc1cc2cc3c(N)[nH]nc3nc2cc1C
→ 2% | 7.3µM* | -19 | 3% | 11% | i | ? | 0% | 24%
47	CC(C)(C)C(=O)OCc1nc(-c2ccc(C(F)(F)F)cc2)cs1
→ 0% | 8% | -7 | 3% | -2% | i | 16% | -3% | 19%
